# Avidin fluor = compound fluoresces at 488/530 nm on avidin beads | compound fluorescence 488/530 nm, flow cytometry; stronger effect = higher value | actives 0.38% (n = 220,000) | fluorescence (KMESF) at 10 µM | AID 1775; in the data active = fluorescence above about 47; note: inactives centre near 10
# RGS4-Gao reg = human RGS4-Galphao interaction regulation; Multiplexed bead flow cytometry, RGS4-Galphao binding; actives lie on both sides; binding response (% of control), % at 10 µM; actives 0.33% (n = 220,000); in the data active = binding response below about 49% or above about 150%; inactive = in between;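 note: fluorescent Galphao activated with aluminum fluoride binding bead-coupled RGS4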
# Mcl1-Bid inh = Mcl-1/Bid interaction inhibition; Q07820; TR-FRET Mcl-1/Bid-Dy647 peptide binding, 1536-well; inhibition, % at 21.7 µM; actives 0.97% (n = 220,000); AID 1021;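 active = compounds that cut the binding signal by more than half at the single screening dose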;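 note: His-tagged Mcl-1 with europium anti-His antibody binding Bid BH3 peptide; 0% = Mcl-1 plus peptide wells and 100% = peptide-only wells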
# ABCB1 inh = human ABCB1 inhibition, ABCG2 as counter-screen | CCRF-Adr cells, JC-1 efflux, flow cytometry | inhibition, % at 6.6 µM | actives 0.067% (n = 190,000); in the data active = inhibition above about 40%;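 note: 0% = vehicle and 100% = reference inhibitor; higher value means more JC-1 retained so stronger ABCB1 efflux block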
# Target sequence (P08183 whole entry, looked up): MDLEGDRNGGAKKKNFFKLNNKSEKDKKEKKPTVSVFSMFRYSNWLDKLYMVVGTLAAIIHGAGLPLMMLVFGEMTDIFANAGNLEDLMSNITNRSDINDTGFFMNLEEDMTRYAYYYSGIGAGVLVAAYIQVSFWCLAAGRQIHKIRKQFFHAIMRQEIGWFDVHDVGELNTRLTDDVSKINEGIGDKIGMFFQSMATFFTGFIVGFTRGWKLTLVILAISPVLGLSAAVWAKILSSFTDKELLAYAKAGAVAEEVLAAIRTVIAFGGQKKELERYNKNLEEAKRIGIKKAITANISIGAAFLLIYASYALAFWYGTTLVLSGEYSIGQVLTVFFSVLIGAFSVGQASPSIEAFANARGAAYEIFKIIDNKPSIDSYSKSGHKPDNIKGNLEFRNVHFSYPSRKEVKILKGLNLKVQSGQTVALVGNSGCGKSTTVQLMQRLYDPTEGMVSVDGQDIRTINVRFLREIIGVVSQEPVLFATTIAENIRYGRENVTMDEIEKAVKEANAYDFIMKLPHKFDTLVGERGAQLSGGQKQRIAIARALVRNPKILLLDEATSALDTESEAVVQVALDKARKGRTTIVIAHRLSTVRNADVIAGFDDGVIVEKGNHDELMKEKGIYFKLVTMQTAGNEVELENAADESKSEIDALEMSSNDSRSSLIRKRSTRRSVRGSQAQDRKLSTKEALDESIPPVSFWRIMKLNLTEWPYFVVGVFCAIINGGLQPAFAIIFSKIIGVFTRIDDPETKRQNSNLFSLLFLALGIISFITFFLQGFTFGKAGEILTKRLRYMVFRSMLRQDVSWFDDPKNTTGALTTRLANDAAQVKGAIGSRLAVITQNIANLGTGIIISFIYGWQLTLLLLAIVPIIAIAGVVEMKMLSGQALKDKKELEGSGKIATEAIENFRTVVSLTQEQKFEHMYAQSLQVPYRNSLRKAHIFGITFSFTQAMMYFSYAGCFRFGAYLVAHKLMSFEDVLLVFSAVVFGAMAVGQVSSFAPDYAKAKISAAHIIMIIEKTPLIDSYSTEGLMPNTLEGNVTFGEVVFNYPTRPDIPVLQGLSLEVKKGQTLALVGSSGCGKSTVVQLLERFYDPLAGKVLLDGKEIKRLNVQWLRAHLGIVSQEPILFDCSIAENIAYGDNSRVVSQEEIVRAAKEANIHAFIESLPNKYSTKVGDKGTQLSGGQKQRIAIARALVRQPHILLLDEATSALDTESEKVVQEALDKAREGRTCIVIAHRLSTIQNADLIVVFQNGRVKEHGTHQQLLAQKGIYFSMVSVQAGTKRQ
# Pf gamet viab = kills late stage P. falciparum gametocytes; P. falciparum stage V gametocytes, ATP luminescence, 24 h; inhibition, % at 10.9 µM; actives 0.065% (n = 150,000);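 active = inhibition above the mean plus 3 SD of compounds within the control limits, set per campaign, cut at about 38% in these data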;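 note: 0% = DMSO wells and 100% = medium only without gametocytes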
# Mcl1-Noxa inh = disrupts binding of human Mcl-1 to Noxa peptide | Q07820 | TR-FRET Mcl-1/Noxa peptide binding, 2 h | inhibition, % at 21.7 µM | actives 1.5% (n = 220,000) | AID 1022;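 active = compounds that cut the protein-peptide binding signal by more than 50% relative to plate controls in a single-dose test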;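 note: His-tagged Mcl-1 with rhodamine Noxa BH3 peptide and terbium anti-His antibody; 0% = Mcl-1 plus Noxa peptide wells and 100% = peptide-only wells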
# RGS7-Gao reg = regulators of human RGS7-Galphao interaction; AID 1439; actives 0.35% (n = 220,000); P09471; binding response (% of control), % at 10 µM; Multiplexed bead flow cytometry, RGS7-Galphao binding; actives lie on both sides; in the data active = binding response below about 49% or above about 150%; inconclusive = no clear call, values can overlap the other calls; inactive = in between;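 note: fluorescent Galphao held in activated GDP-AlF4 state binding bead-coupled RGS7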
# Mcl-1 Bim block = inhibitors of Bim-Mcl-1 interaction, human. Q07820. inhibition, % at 10 µM. Bead-based flow cytometry, Bim peptide-Mcl-1 binding. actives 0.1% (n = 190,000); in the data active = inhibition above about 40%;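 note: 0% = no compound tracer wells and 100% = peptide blocker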
# ABCG2 inh = inhibitors of human ABCG2 transporter, ABCB1 counter-screen | IgMXP3 cells, JC-1 efflux, flow cytometry | AID 1325 | actives 0.1% (n = 190,000) | Q9UNQ0 | inhibition, % at 6.6 µM;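 active = inhibition above 80%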;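 note: 0% = DMSO and 100% = nicardipine control wells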
#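 test system = two drug-resistant human cell lines, ABCG2 and ABCB1 | amount = 3 million cells/mL final, two lines in 1:1 ratio | reagent = JC-1 transporter substrate | doses = one concentration, 6.6 µM final | incubation = 10 min at 25 °C | signal = flow cytometric JC-1 green MFI at 530 nm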
# RGS8-Gao reg = modulates binding of RGS8 to human Galphao; P09471; multiplexed bead flow cytometry; actives lie on both sides; response (percent of control binding), % at 10 µM; actives 0.34% (n = 220,000); in the data active = response below about 60% or above about 140%; inactive = in between;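 note: Galphao activated as the GDP aluminium fluoride complex binding bead-coupled RGS8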
# GSH bead fluor = GSH bead compound fluorescence profile; GSH beads flow cytometry, compound fluorescence 488/530 nm; stronger effect = higher value; fluorescence (KMESF) at 10 µM; actives 0.25% (n = 190,000); AID 1776; in the data active = fluorescence above about 89;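 note: glutathione beads carrying GST-tagged Bcl family fusion proteins plus one bare bead set; values are compound well signal with DMSO vehicle wells as background; inactives centre near 16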
# Active calls of the source: *; ? = inconclusive; . = no result given.
SMILES,Avidin fluor,RGS4-Gao reg,Mcl1-Bid inh,ABCB1 inh,Pf gamet viab,Mcl1-Noxa inh,RGS7-Gao reg,Mcl-1 Bim block,ABCG2 inh,RGS8-Gao reg,GSH bead fluor
Cc1cc(C)c(C#N)c(Sc2nnnn2-c2ccccc2)n1,6,97,-6,0.8,.,14,100,1,5,99,25
CNS(=O)(=O)c1ccc(NC(=O)c2cnn3c(C(F)F)cc(-c4ccccc4)nc23)cc1,15,105,12,-0.2,-2,-39,104,0,-1,104,68
C=CCN1CCN(Cc2cnc(Cl)s2)CC1,37,105,-4,0.1,-6,6,104,-1,1,106,13
Cc1cc(F)ccc1S(=O)(=O)Nc1ncnc2sccc12,9,110,1,0.4,13,6,108,0,1,102,14
Cc1cccc(C)c1OCC(=O)OCC(=O)c1ccc2c(c1)NC(=O)CO2,15,104,5,0.8,11,12,108,-2,8,101,12
Cc1ccc(C)c(NC(=O)c2oc(=O)c3ccccc3c2-c2ccccc2)c1,15,102,-5,1.2,-16,-2,99,-4,13,106,21
CCNC(=S)Nc1cccc(S(=O)(=O)NC2=NCCC2)c1,6,99,-38,1.1,-3,5,103,0,3,101,10
N/C(Cc1ccc([N+](=O)[O-])cc1)=N\OC(=O)c1ccco1,12,103,-36,0.0,-11,0,106,-5,0,104,24
CC(=O)Nc1ccc(S(=O)(=O)Nc2ccc(C(=O)NCC(=O)O)cc2)cc1,3,106,-39,.,5,18,?,.,.,104,.
COc1ccc(/C=N/NC(=O)c2cccc(Br)c2)cc1CN1CCOCC1,7,103,-8,.,-7,-6,?,.,.,101,.
CCNCCNC(=O)c1c(O)c2ccccc2n(CC)c1=O,15,101,1,1.5,.,12,103,0,1,99,41
CC(c1ccccc1)C1CC(=O)N(Cc2ccccc2)C1=O (stereo not given),11,100,-26,0.9,-2,2,100,-3,2,102,10
Cc1ccc(NC(=O)CSc2nnc(C(F)(F)F)n2C)cc1[N+](=O)[O-],6,99,-12,-0.2,-32,0,95,-2,1,97,16
CCOc1ncccc1C(=O)N1CCCSC1=Nc1ccc(C(C)=O)cc1,9,98,-24,1.4,-1,4,?,0,1,101,15
CC(c1ccco1)N(C(=O)C12CC3CC(CC(C)(C3)C1)C2)c1ccccn1 (stereo not given),11,99,-14,-0.3,-5,1,97,-4,19,101,27
O=C(Nc1ccccc1-c1ccccc1)c1cnccn1,12,98,-9,-0.2,.,-3,99,5,1,99,49
O=C(/C=C/c1ccc(F)cc1)Nc1ccc(S(=O)(=O)Nc2ncccn2)cc1,8,103,-16,.,-24,8,?,.,.,103,.
Cc1ccc(C(=O)O)cc1Nc1ncnc2sc3c(c12)CCC3,8,101,-31,.,7,19,?,.,.,103,.
COCCCNC(=O)c1ccc(CNS(=O)(=O)c2ccc(NC(C)=O)cc2)cc1,22,101,-34,0.0,-1,4,102,-1,0,108,10
CN(C)C(=O)CSc1cnc2ccccc2n1,13,95,3,0.1,2,-17,98,0,3,99,10
O=C(CN1C(=O)NC2(CCCC2)C1=O)Nc1ccc(S(=O)(=O)N2CCOCC2)cc1,26,95,-6,0.5,-6,9,96,-3,1,98,65
CC(C)N1CCc2[nH]c(=S)[nH]c(=O)c2C1,15,98,-33,0.1,14,15,101,-2,-1,101,13
CC(O)C(=O)N/N=C/c1ccccc1C(=O)O (stereo not given),12,105,-22,0.2,9,-12,105,-3,1,105,10
COCCN=C1Sc2nc3ccc(C)cc3cc2CN1Cc1ccco1,35,102,-3,2.2,.,13,101,-4,35,102,26
CCOC(=O)CC(C#N)c1cn(C)c2ccccc12 (stereo not given),36,100,-32,0.0,.,10,101,-1,0,100,23
# Next section:
SMILES,Avidin fluor,RGS4-Gao reg,Mcl1-Bid inh,ABCB1 inh,Pf gamet viab,Mcl1-Noxa inh,RGS7-Gao reg,Mcl-1 Bim block,ABCG2 inh,RGS8-Gao reg,GSH bead fluor
COc1ccccc1NC(=O)c1ccc(NS(=O)(=O)c2c(C)noc2C)cc1,11,99,2,-0.5,-14,-4,98,-2,5,100,30
CC(C)c1ccc(Nc2nc(CC(=O)O)cs2)cc1,10,100,-20,0.0,-12,7,101,-7,1,104,11
CC(=O)NC(=S)Nc1sc2c(c1C#N)CCCCC2,9,101,-13,-0.7,-29,28,108,-4,1,100,11
COCCCN(CC(=O)Nc1ccc(N2CCOCC2)cc1)S(=O)(=O)c1ccc(C)cc1,10,101,-44,0.7,6,6,100,0,2,101,20
CC(=O)N(C)c1ccc(NC(=S)NCC(C)C)cc1,3,99,-28,1.1,7,7,97,-2,5,100,9
O=C(CNc1ccc2ccccc2c1)N/N=C/c1ccc(OC(=O)/C=C/c2ccco2)cc1,5,101,-40,-0.5,.,-21,109,-4,0,102,18
Nn1c(SCC(=O)NCc2ccccc2)nncc1=O,15,99,-41,-0.1,-1,-4,101,-9,0,102,20
Cc1ccc(-n2nc(C)c3c2OC(N)=C(C#N)C3c2cccs2)cc1 (stereo not given),11,100,-63,-0.6,.,2,101,-53,4,103,55
Cc1c(C#N)c(O)n(C)c(=O)c1N=Nc1ccc(S(N)(=O)=O)cc1,8,98,-30,0.0,16,28,86,5,7,92,13
COc1ccc(OC)c(-c2cc(C(=O)N3CCN(c4ccccc4)CC3)no2)c1,7,99,-16,1.0,.,3,99,1,3,99,25
Cc1cc(Cl)ccc1OC(C)C(=O)NCCCn1ccnc1 (stereo not given),13,98,-8,0.2,10,7,94,-2,17,102,12
CCCc1nc2c(nnn2Cc2ccccc2F)c(=O)[nH]1,8,92,-9,0.9,-20,17,100,0,5,101,44
O=C(Nc1ccccc1N1CCCCC1)c1cccc(F)c1,14,103,-12,0.5,-7,.,105,-5,5,102,32
COc1ccc(C(=O)CSc2nnc(-c3ccccc3)o2)cc1,7,100,-6,0.0,.,23,97,0,1,99,24
O=C(COC(=O)C1CC(O)CN1S(=O)(=O)c1ccc(Cl)cc1)c1cccc(Cl)c1 (stereo not given),12,99,9,-1.8,-5,18,100,-3,6,99,22
CCOCCCNc1ccc(N2C(=O)C3CCCCC3C2=O)cc1[N+](=O)[O-] (stereo not given),11,102,-3,2.7,-15,16,105,-3,13,106,17
O=c1c(Br)c(NCc2ccccc2)cnn1-c1ccc(F)cc1,6,104,0,-0.3,6,2,104,3,2,105,11
Cc1cc(NC(=O)CSc2nc3ccccc3c(=O)n2Cc2ccc(F)cc2)no1,29,96,57*,0.9,15,-180,101,-1,5,97,17
N#Cc1ccc(-c2csc(NC3=NCCCCC3)n2)cc1,12,104,-3,1.2,.,6,106,0,29,112,4
O=C(/C=C/c1ccccc1[N+](=O)[O-])Nc1cccnc1,13,97,4,0.4,.,18,102,-5,12,100,19
O=C(c1cc(-c2ccc(O)cc2)on1)N1CCc2ccccc2C1,6,94,-16,0.2,.,-6,94,-3,2,98,20
Cc1ccc(-c2nn(C)c(=O)c3ccccc23)cc1CNC(=O)/C=C/c1ccccc1,36,99,-4,1.1,.,15,102,0,2,102,25
CCN1C(=O)CC(NNC(=O)c2ccccc2)C1=O (stereo not given),7,98,-4,.,1,3,?,.,.,99,.
O=C(O)c1ccc(N2C(=O)c3cccc(Oc4ccc(Cl)cc4)c3C2=O)cc1,16,104,-13,0.8,.,16,101,-3,12,101,13
CC(=O)N/C(=C\c1cccs1)C(=O)O,24,108,7,0.3,0,12,107,-2,2,110,14
# Continued:
SMILES,Avidin fluor,RGS4-Gao reg,Mcl1-Bid inh,ABCB1 inh,Pf gamet viab,Mcl1-Noxa inh,RGS7-Gao reg,Mcl-1 Bim block,ABCG2 inh,RGS8-Gao reg,GSH bead fluor
Cc1cc(C)cc(Oc2ncnc3c2ncn3Cc2c(Cl)cccc2Cl)c1,13,97,-35,0.5,.,6,105,-2,19,99,33
C1CC1Cc1noc(CN2CCN(CC3CC3)CC2)n1,12,103,-28,0.0,.,-3,100,0,0,105,13
N#CCCN/N=C(\Cc1nc2ccccc2[nH]1)c1ccccc1,8,121,-123,10,.,-10,117,-40,6,112,42
O=C(COC(=O)c1ccc(Cl)nc1)Nc1cc(S(=O)(=O)N2CCCCC2)ccc1Cl,9,99,-25,0.7,3,20,?,0,4,100,16
CCN(CC)CCn1c(NC(=O)c2ccc(Cl)cc2)nc2ccccc21,12,107,-24,4.0,-7,11,104,-3,34,105,34
Cc1ccc(NCc2nnc(SCC(=O)c3ccccc3)n2Cc2ccco2)c(C)c1,32,83,8,0.4,.,4,84,-3,1,88,18
Cc1cc(Nc2ccc(C)c(Cl)c2)nc(N2CCOCC2)n1,6,89,-45,.,-1,10,?,.,.,97,.
Cc1cc(C)nc(SCCc2ccncc2)n1,11,100,14,0.0,.,23,111,-4,0,97,16
COc1ccc(NC(=O)Nc2ccc3nc(C)c(C)nc3c2)cc1,21,102,-22,-1.0,.,33,97,0,-3,99,9
CCc1nnc(NC(=O)c2ccc(S(=O)(=O)N(C)c3ccccc3)cc2)o1,9,106,-13,-0.6,.,-17,116,0,2,105,18
Cc1cc2nc3c(=O)n(C4CCCCC4)c(=O)[nH]c3nc2cc1N,2,95,-87,-0.4,14,-120,95,13,-4,83,5
Cc1ccc(NC(=O)CC(N)=S)cc1,5,101,-69,.,12,-9,?,.,.,101,.
COc1ccc(OCC(=O)Nc2nnc(C)s2)cc1,7,103,-16,0.3,-30,10,105,-1,2,101,15
COc1ccccc1-n1c(=O)c2c3c(sc2n2c(=S)[nH]nc12)CCC3,10,100,-60,0.0,10,21,103,5,0,99,12
Cn1c2c(c(=O)[nH]c1=O)C(c1ccc(O)cc1)C1=C(N2)c2ccccc2C1=O (stereo not given),10,84,-25,1.2,.,28,94,-2,8,90,14
Cc1cccc(NC(=O)c2cc([N+](=O)[O-])ccc2NC2CCCCC2)c1,6,94,4,1.3,-15,-4,93,1,6,89,27
CCc1nnc(NC(=O)CSc2nnc(-c3ccccc3NC(=O)c3ccccc3)o2)s1,10,100,-11,-0.4,.,-15,99,-2,0,100,32
COC(=O)c1ccc(OCc2nc(N)nc(N3CCOCC3)n2)cc1,11,100,-9,0.3,1,7,98,0,2,98,82
CCOc1ccc2nc(NCCCNS(=O)(=O)c3ccccc3)c(C#N)cc2c1,8,102,3,0.3,21,-20,104,-2,3,101,11
CCOc1ccc(C(=O)NC(C)(C)CC)cc1,10,102,-36,1.4,4,-7,?,0,7,98,19
Cc1cccc(C2c3[nH]c4ccccc4c3CCN2C(=O)Cc2n[nH]c(C)n2)n1 (stereo not given),6,101,-20,0.1,10,4,100,0,1,100,18

# Compound activity from PubChem BioAssay.

# Compounds were not picked by outcome. About 3.3% of those tested had a hit in this group.
